Assay outcomes: PubChem BioAssay, several laboratories
GSTO1 counter: blocks human GSTO1 in RBBP9 counter-screen; 1.1% of 300,000 active; recombinant GSTO1, activity-based probe fluorescence polarization; inhibition, % at 5.96 µM; P78417; AID 1974;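 active = inhibition above the campaign mean inhibition plus 3 SD, cut at about 35% in these data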;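 note: 0% = GSTO1-1 with DMSO and 100% = wells lacking GSTO1-1 enzyme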
Target sequence (P78417 whole entry, looked up): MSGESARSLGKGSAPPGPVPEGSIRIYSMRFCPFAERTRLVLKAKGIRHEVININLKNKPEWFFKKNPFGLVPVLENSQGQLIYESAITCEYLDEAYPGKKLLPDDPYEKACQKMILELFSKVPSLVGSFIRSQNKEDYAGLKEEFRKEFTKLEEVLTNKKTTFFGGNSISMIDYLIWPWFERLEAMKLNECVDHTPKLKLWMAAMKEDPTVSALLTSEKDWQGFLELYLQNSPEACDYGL
MEX-5 binding: C. elegans MEX-5 TCR-2 RNA binding activity; MEX-5/FITC-TCR2 RNA binding, fluorescence polarization; active compounds read low; 0.38% of 300,000 active; activity score (negative = inhibition of binding), % at 10 µM; Q9XUB2;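 active = inhibition past about -25% in most replicates, and total fluorescence under double the plate's negative control median, limit read from the data; inconclusive = replicates evenly split on the limit, or fluorescence at least double controls; inactive = too little inhibition in most replicates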;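 note: 0% = DMSO and -100% = 5 µM competing unlabeled TCR2 RNA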
Target sequence (Q9XUB2 whole entry, looked up): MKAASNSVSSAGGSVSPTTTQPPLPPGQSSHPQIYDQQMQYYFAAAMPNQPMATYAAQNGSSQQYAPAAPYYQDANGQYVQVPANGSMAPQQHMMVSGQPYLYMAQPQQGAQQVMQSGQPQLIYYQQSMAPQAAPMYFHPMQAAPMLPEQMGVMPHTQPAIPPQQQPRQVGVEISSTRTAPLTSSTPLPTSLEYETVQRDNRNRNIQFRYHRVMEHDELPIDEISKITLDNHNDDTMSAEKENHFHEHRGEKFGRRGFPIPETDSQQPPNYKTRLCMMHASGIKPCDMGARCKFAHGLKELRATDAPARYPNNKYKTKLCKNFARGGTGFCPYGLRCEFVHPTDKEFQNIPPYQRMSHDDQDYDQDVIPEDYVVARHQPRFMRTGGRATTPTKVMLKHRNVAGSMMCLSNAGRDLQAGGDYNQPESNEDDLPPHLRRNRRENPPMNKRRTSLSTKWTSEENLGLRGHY
GLD-1 RNA inh: GLD-1-TGE RNA interaction inhibition (C. elegans) | 0.44% of 320,000 active | AID 2280 | purified GLD-1 + fluorescein TGE RNA, fluorescence polarization | inhibition, % at 5.96 µM;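 active = percent inhibition above a per-plate cutoff, the plate mean of test compounds plus 3 SD, cut at about 30% in these data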;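 note: 0% = DMSO wells with GLD-1 and probe and 100% = wells lacking GLD-1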
PAD4 FP inh: inhibitors of human PAD4; recombinant PAD4, RCA probe fluorescence polarization; inhibition, % at 6.36 µM; 0.41% of 330,000 active; AID 485272;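 active = percent inhibition above a cutoff equal to the mean of all tested compounds plus 3 SD, cut at about 15% in these data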;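 note: 0% = PAD4 with RCA probe and DMSO and 100% = probe without PAD4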
MCL1-BIM inh: disrupts human MCL1 binding to BIM-BH3 peptide. Q07820. AID 2057. 0.68% of 320,000 active. GST-MCL1 / FITC-Bim-BH3 fluorescence polarization. inhibition, % at 10.9 µM;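 active = inhibition above the mean inhibition of all tested compounds plus 3 SD, set per campaign, cut at about 40% in these data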;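 note: 0% = DMSO wells and 100% = unlabeled Bim-BH3 peptide control; higher means more loss of mP so more displacement of Bim peptide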
Target sequence (Q07820 whole entry, looked up): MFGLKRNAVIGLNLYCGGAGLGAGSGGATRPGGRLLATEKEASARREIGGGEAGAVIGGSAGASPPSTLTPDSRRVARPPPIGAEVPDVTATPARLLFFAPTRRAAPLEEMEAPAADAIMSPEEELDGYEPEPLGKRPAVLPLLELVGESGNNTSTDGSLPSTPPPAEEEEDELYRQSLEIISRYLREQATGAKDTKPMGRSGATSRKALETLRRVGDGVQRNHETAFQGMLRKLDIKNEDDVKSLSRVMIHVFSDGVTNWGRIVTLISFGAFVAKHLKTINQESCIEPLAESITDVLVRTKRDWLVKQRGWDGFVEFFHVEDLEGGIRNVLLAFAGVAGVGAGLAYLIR
TPT1 inhibitor: blocks Candida albicans tRNA 2'-phosphotransferase; AID 1962; inhibition, % at 5 µM; 0.81% of 300,000 active; recombinant caTPT1, FP RNA substrate dephosphorylation;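 active = inhibition above the mean of all tested compounds plus 3 SD, set per screening campaign, cut at about 24% in these data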;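 note: plate controls were DMSO alone for no effect and ferristatin control at 100 nM for full effect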
Bcl-xL primary: inhibitors of human Bcl-xL. Q07817. GST-Bcl-xL / FITC-Bim BH3 peptide fluorescence polarization. inhibition, % at 10.9 µM. 0.7% of 320,000 active;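 active = inhibition above the mean of all tested compounds plus 3 SD, cutoff set per campaign, cut at about 30% in these data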;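 note: 0% = DMSO wells and 100% = unlabeled Bim-BH3 peptide competitor; inhibitors lower millipolarization by displacing the labeled peptide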
PME-1 inh: PME-1 (human) inhibition; Q9Y570; recombinant PME-1, FP-Rh probe fluorescence polarization; inhibition, % at 5.9 µM; 0.53% of 320,000 active; AID 2130;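 active = inhibition above the campaign mean of all compounds plus 3 SD, cut at about 26% in these data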;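 note: competitive labeling of PME-1 active site by serine hydrolase directed probe; 0% = PME-1 with DMSO and 100% = wells lacking PME-1 enzyme; inhibitors block probe labeling so polarization falls and inhibition rises; many of its hits are not listed in these tables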
Fam108B inh: blocks mouse Fam108B hydrolase in RBBP9 counter-screen. AID 1947. recombinant Fam108B, FP-Rh probe fluorescence polarization. inhibition, % at 9.51 µM. 0.33% of 300,000 active;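 active = inhibition above the screen mean inhibition plus 3 SD, computed separately per campaign, cut at about 18% in these data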;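 note: inhibitors lower polarization as less probe binds the enzyme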
Starred values were filed as active, the others as inactive; ? = inconclusive; . = not tested or not shown. A portion of the library (hit frequency here may not be typical).

Values run as follows: GSTO1 counter	MEX-5 binding	GLD-1 RNA inh	PAD4 FP inh	MCL1-BIM inh	TPT1 inhibitor	Bcl-xL primary	PME-1 inh	Fam108B inh
CCN(CC)S(=O)(=O)c1cc([N+](=O)[O-])ccc1NNC(=O)Nc1ccccc1OC
    1	-2.2	10	1	-10	-3	-7	-4	-1
Cn1c2ccccc2c2cc(C(=O)OCC(=O)N3CC(=O)Nc4ccccc43)sc21
    -8	0.9	-10	-7	-15	12	0	-21	-13
COc1cc(C(=O)NNC(=O)Nc2ccc([N+](=O)[O-])cc2)cc(OC)c1OC
    -8	-1.9	-1	-5	0	-3	2	-1	-1
O=c1cc(CN2CCc3ccccc3C2)nc2sccn12
    5	-1.5	2	-3	9	0	3	-2	0
COc1ccc(NS(=O)(=O)c2ccc(C)c(C(=O)N3CCC3)c2)cc1
    0	-4.9	0	1	7	-2	3	5	3
Cc1cc(C)c(C2C(C#N)=C(N)Oc3n[nH]c(C)c32)cc1CN1CCOCC1 (stereo not drawn)
    17	0.3	4	-3	0	-3	-3	4	2
O=C(c1cncs1)N1CCCC(CNS(=O)(=O)c2cccs2)C1 (stereo not drawn)
    0	1.0	-1	0	1	1	4	-4	6
COc1ccc(NC(=O)CSc2nnc(-c3cccs3)n2Cc2ccco2)cc1OC
    0	-1.9	-7	-3	-10	-1	-2	5	3
CCCC(=O)Nc1ccccc1NC(C)=O
    1	-0.4	2	1	5	0	3	0	-6
COc1ccc(-n2nc(C(=O)c3cccs3)cc(-c3nc4ccccc4[nH]3)c2=N)cc1
    -1	?	5	-1	22	1	13	7	1
O=C1COc2ccc(C(=O)COC(=O)c3cc(S(=O)(=O)NCc4ccccc4)ccc3O)cc2N1
    -7	0.2	3	1	-3	-2	-4	-11	-5
COc1ccc(-c2nc3ccccc3o2)cc1OC
    2	0.3	2	2	-4	3	1	-2	-2
COc1ccc(/C=N/NC(=O)c2ccccc2O)cc1COc1ccccn1
    -3	.	0	-11	2	3	2	6	-1
O=C(Nc1ccc2oc(-c3ccccc3F)nc2c1)c1ncn[nH]1
    -10	-2.8	3	3	7	-6	1	-3	-4
COc1ccc(-n2c(C)nnc2SCC(=O)N2C(C)CCCC2C)cc1 (stereo not drawn)
    5	0.3	3	-7	5	1	7	-3	1

Values run as follows: GSTO1 counter	MEX-5 binding	GLD-1 RNA inh	PAD4 FP inh	MCL1-BIM inh	TPT1 inhibitor	Bcl-xL primary	PME-1 inh	Fam108B inh
COc1ccc(CN2CCCCC2c2cccnc2)c(OC)c1C (stereo not drawn)
    0	0.5	3	0	-9	-1	-1	0	-1
O=C(CCC1CCCC1)c1c(O)c2ccccc2oc1=O
    -43	1.2	15	-4	2	1	1	-2	-1
COCC(C)n1c(C)cc(C(=O)COc2ccc(C)nc2[N+](=O)[O-])c1C (stereo not drawn)
    2	1.3	4	-1	-6	-2	3	-6	-3
COc1ccc(N(CC(=O)Nc2ccc3c(c2)OCCO3)S(=O)(=O)c2cccnc2)cc1
    -1	.	4	-2	10	-1	4	4	0
CCN(CC)CC(=O)Nc1ccc(C)cc1C(=O)c1ccccc1
    2	0.4	2	3	5	-8	6	4	1
c1ccc(NC2=NCCCCS2)cc1
    -2	-0.7	1	-4	6	-3	4	1	3
CCCCn1c(-c2ccccc2)nc2c(=O)n(C)c(=O)[nH]c21
    0	-2.2	2	-3	0	1	3	-5	6
O=C(NC1CCC(c2ccccc2)CC1)c1cccnc1 (stereo not drawn)
    11	2.1	2	-1	3	-1	7	11	-1
CN(C)CCCN(C(=O)c1ccc2c(c1)OCCO2)c1nc2ccc(Cl)cc2s1
    6	-1.4	1	4	4	1	6	5	3
Cc1cccc(NC(=O)CN2C(=O)N/C(=C/c3ccc(C)o3)C2=O)c1
    -4	2.5	18	-5	15	21	11	4	-8
CCOCCn1c(SCC(=O)OCc2ccccc2)nc2c1c(=O)[nH]c(=O)n2C
    5	2.1	2	-1	0	-1	2	3	0
COc1ccc(N(CC(=O)NCCC2=CCCCC2)S(=O)(=O)c2ccccc2)c(OC)c1
    2	1.1	-3	-1	-3	-2	2	0	1
CS(=O)(=O)Nc1nc2n(n1)C(c1ccccc1)CC(c1ccccc1)N2 (stereo not drawn)
    1	-1.0	-1	5	7	-1	8	-1	-4
Cc1nn(C(=O)c2c(-c3ccccc3)noc2C)c(C)c1N=Nc1cc(C(F)(F)F)cc(C(F)(F)F)c1
    0	1.6	2	6	1	-5	-1	-1	5
COc1cc(OC)cc(C(=O)OCC(=O)NCc2ccc3c(c2)OCO3)c1
    -2	0.2	-3	0	-1	-1	1	3	-1

Values run as follows: GSTO1 counter	MEX-5 binding	GLD-1 RNA inh	PAD4 FP inh	MCL1-BIM inh	TPT1 inhibitor	Bcl-xL primary	PME-1 inh	Fam108B inh
COc1cccc(NC(=O)CSC(N)=O)c1
    4	-0.5	-1	13	8	1	6	-2	4
COc1ccc(CN2CCCC(CNC(=O)c3ccc(F)cc3)C2)c(C)c1C (stereo not drawn)
    0	1.3	-6	-5	2	-6	2	-2	-1
CCNC(=O)COC(=O)Cc1ccc(Cl)cc1Cl
    2	-2.9	5	-3	2	2	8	-7	-5
COc1cccc(CN(C)C(=O)c2cc(S(=O)(=O)NC3CCCCC3)ccc2C)c1OC
    .	.	6	-5	9	.	0	3	.
O=C(/C=N\O)NCCCNCc1ccccc1
    0	1.2	-1	4	0	-2	-1	-1	-2
O=C(Nc1c(F)cc(F)cc1Br)c1ccco1
    5	-5.2	-4	-2	7	1	0	3	5
O=CN/C=C/c1cc(O)ccc1O
    72*	.	15	2	14	0	15	3	-2
CCOc1ccccc1N1CCN(CC(=O)NC(C)c2ccccc2)CC1 (stereo not drawn)
    4	0.5	8	-2	2	0	6	5	-3
COC(=O)c1[nH]c2cccc(OC)c2c1NC(=O)CCN1CCC(C(N)=O)CC1
    1	0.6	-1	3	-14	-4	-5	3	1
CSc1ccc(/C=C/C(=O)N2CCCN(C)CC2)cc1
    8	-3.4	3	-3	1	2	11	1	1
CN=c1sc2ccccc2n1CC(O)COCc1ccco1 (stereo not drawn)
    -4	1.6	2	4	5	-8	0	4	-3
COc1ccc(/C=C2\CC/C(=C\c3ccc(OC)c(OC)c3)C2=O)cc1OC
    -2	0.1	4	-2	4	3	5	-6	-10
CC12CCC(C(=O)NCc3ccc4c(c3)OCO4)(C(=O)C1=O)C2(C)C (stereo not drawn)
    1	-2.0	3	-3	-2	4	0	6	-1
COc1ccc(NC(=O)CCN2CCN(c3ccccc3F)CC2)c(OC)c1
    -3	-0.8	-1	6	-6	1	-4	-3	3
O=C(Nc1cc(N2CCOCC2)ncn1)c1ccc(F)cc1
    5	1.9	5	-4	-2	1	1	-2	0

Values run as follows: GSTO1 counter	MEX-5 binding	GLD-1 RNA inh	PAD4 FP inh	MCL1-BIM inh	TPT1 inhibitor	Bcl-xL primary	PME-1 inh	Fam108B inh
CC(=O)c1cccc(NC(=O)N2CCCCCC2)c1
    -4	-1.5	-1	-2	2	2	-1	-2	2
CCCOc1ccc(/C=N/NC(=O)c2ccc3c(c2)OCO3)c(OCCC)c1
    -5	4.3	-6	-3	2	1	2	-8	-2
CCOc1c(/C=C(\C#N)C(N)=O)c2ccccc2n1CC
    29	-0.8	4	4	5	1	3	16	3
CC(C)[C@H](NC(=O)OC(C)(C)C)C(=O)N1CCC(C(=O)N[C@@H](C)C(=O)Nc2ccc(F)cc2)CC1
    -2	-0.9	2	1	6	0	4	3	1
COc1ccc(CCNC(=O)c2cccnc2Cl)cc1OC
    3	5.9	-2	-3	5	-3	2	1	2
Cc1c(NC(=S)NC(=O)c2ccc(Cl)cc2)c(=O)n(-c2ccccc2)n1C
    3	-1.0	-6	1	2	1	5	-5	1
COc1cccc(N2C(=O)CC(Sc3nc(C)cc(C)n3)C2=O)c1 (stereo not drawn)
    9	0.5	1	-2	3	-2	5	3	-3
O=C(CNC(=O)c1ccco1)OCC(=O)c1ccc2c(c1)CCCC2
    6	3.2	10	1	4	-2	4	-4	5
Cc1cc(C)c2nc(NC(=O)c3cc(C)on3)sc2c1
    -6	-1.1	1	14	-3	3	-2	-4	-4
Cc1ccc(CNC(=O)c2cccnc2)cc1
    2	-0.5	1	1	6	-3	6	3	2
O=S(=O)(Cc1ccccc1)/C1=C(\N2CCOCC2)CCCCCC1
    -1	-1.0	-1	-2	6	-4	0	-1	7
c1ccc2c(Nc3ccc(N4CCOCC4)cc3)nc(N3CCOCC3)nc2c1
    -5	-2.5	5	-5	3	-2	0	0	0
CC(C)CC(=O)N1CC(C)N(C(=O)CC(C)C)CC1C (stereo not drawn)
    -3	1.6	3	6	10	-3	3	3	3
CCOC(=O)CC1=CSC2=NS(=O)(=O)CCN12
    8	0.0	1	5	11	-8	6	-1	4
COc1cc(NS(=O)(=O)c2ccc(NC(=O)Cc3ccccc3)cc2)nc(OC)n1
    -3	0.7	4	1	14	-2	6	4	2

Values run as follows: GSTO1 counter	MEX-5 binding	GLD-1 RNA inh	PAD4 FP inh	MCL1-BIM inh	TPT1 inhibitor	Bcl-xL primary	PME-1 inh	Fam108B inh
CN1CCN(CCCC(=O)c2ccc(C3CCCC3)cc2)CC1
    1	0.5	2	2	1	4	1	3	-1
Cc1ccc(C(=O)NNC(=O)c2ccc3c(c2)OCCO3)cc1
    .	.	4	6	-5	.	-2	-9	.
COc1cccc(OCCCCCN2CCOCC2)c1
    5	3.9	2	-1	3	-1	3	1	-2
COC(=O)NCC(c1ccco1)N1CCN(c2ccc(F)cc2)CC1 (stereo not drawn)
    5	1.6	5	0	-11	-1	0	8	-1
Cc1ccc2nc(SCC(=O)N3CCCC3)[nH]c2c1
    4	0.5	1	4	1	-1	1	1	-1
CCc1ccc(NC(=O)CSc2nc3nc(C)cc(C)n3n2)cc1
    8	1.1	-1	-4	-2	1	1	-3	3
Cc1cccc(C)c1NC(=O)CSc1nc(COc2ccccc2)nc2ccccc12
    0	0.6	0	3	28	1	1	10	-4
CC(=O)C1=C(O)C(=O)N(CCNCCO)C1c1ccccc1 (stereo not drawn)
    -4	2.9	2	1	3	-3	0	-3	-4
COc1cccc(OCCNc2ccc([N+](=O)[O-])cn2)c1
    .	.	19	2	11	.	4	0	.
O=c1c2ccccc2ncn1CCOc1ccccc1[N+](=O)[O-]
    8	1.8	0	2	1	-3	3	10	2
Cn1c(/C(C#N)=C(\O)CN2CCN(Cc3ccccc3)CC2)nc2ccccc21
    7	-1.1	5	3	4	-5	11	5	0
ON1C(c2ccccc2)CC2(O)c3nonc3CCC12 (stereo not drawn)
    0	2.9	-4	-5	-10	0	-3	3	-1
CCc1ccc(OCCOCC(O)CNC(C)CC)cc1 (stereo not drawn)
    -2	0.2	5	-4	-1	-4	-1	-1	-1
O=C1CC(NS(=O)(=O)c2cccs2)CN1c1cccc(F)c1 (stereo not drawn)
    -6	-0.5	6	0	3	2	5	3	-2
CCn1c(NC(C)=O)c(-c2ccccc2Cl)c(=O)c2ccccc21
    6	-1.7	1	2	1	-3	1	2	-2
O=[N+]([O-])c1ccc(S(=O)(=O)Nc2nnc(C(F)(F)F)s2)cc1
    -3	-0.3	9	0	3	2	2	-3	-1
C#CCOC(=O)CCC(=O)NCCc1ccccc1
    0	1.0	0	-2	-1	-6	-2	-3	1
CC1CCN(C(=O)c2ccccc2NC(=O)Cc2ccccc2)CC1
    2	2.6	1	-8	3	1	4	3	-7
